Mac1 fbg inh: inhibitors of human CD11b/CD18 binding to fibrinogen; inhibition, % at 10 µM; AID 1497; P05107+P11215; 0.54% of 93,000 active; K562 CD11b/CD18 adhesion to fibrinogen, ATPlite luminescence; Mn2+ added to activate the integrin;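 active means primary inhibition of 50% or more at 10 µM, then 40% or more on retest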; further: some results filed as inactive read as strong as hits
Target sequence (P05107 whole entry, looked up, other chains not shown): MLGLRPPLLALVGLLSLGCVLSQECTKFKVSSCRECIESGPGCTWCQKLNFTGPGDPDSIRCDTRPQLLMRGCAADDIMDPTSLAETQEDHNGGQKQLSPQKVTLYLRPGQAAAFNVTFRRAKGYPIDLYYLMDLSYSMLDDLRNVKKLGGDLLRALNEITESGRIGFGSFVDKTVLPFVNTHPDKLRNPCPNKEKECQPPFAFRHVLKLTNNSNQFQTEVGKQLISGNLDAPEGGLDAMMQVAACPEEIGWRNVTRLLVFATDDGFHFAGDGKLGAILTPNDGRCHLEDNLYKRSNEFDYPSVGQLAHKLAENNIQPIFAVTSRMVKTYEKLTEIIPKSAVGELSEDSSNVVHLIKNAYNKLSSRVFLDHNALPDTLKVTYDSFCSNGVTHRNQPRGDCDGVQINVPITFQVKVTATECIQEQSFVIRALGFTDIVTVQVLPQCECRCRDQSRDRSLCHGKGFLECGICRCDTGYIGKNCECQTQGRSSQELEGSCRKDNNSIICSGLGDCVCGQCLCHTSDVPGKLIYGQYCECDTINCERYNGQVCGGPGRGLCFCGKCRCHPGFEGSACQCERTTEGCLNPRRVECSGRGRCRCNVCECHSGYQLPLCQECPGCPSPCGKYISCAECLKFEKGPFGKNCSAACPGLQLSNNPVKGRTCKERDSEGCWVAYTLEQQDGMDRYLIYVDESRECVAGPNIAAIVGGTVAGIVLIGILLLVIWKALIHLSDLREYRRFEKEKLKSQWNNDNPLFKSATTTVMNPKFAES
CD11b adhes enh: increases human CD11b/CD18 adhesion to fibrinogen; K562 CD11b/CD18 adhesion to fibrinogen, ATPlite luminescence; activation, % at 10 µM; 0.07% of 93,000 active; AID 1499;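 active means 10 µM primary screen giving 50% or more activity, confirmed by 40% or more on retest at that dose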; further: strong numbers were not always called active; reference of the scale not given here
Active calls of the source: *. This is a subset. The share of hits here may be higher or lower than overall.

Results for O=C(O)CNC(=S)N(Cc1ccco1)Cc1ccccc1Cl ?
Mac1 fbg inh: -3; CD11b adhes enh: 4

Results for CCOC(=O)c1sc(NC(=O)COC(=O)CNC(=O)C2CCCCC2)c(C(=O)OCC)c1C ?
Mac1 fbg inh: -9; CD11b adhes enh: 8

What do the screens show for `Cc1cccc(-c2nsc(SCC(=O)Nc3ccc4c(c3)OCO4)n2)c1`?
Mac1 fbg inh: -25; CD11b adhes enh: 0

Results for COc1ccc(/C=N\NC(=O)COc2ccccc2)c(C(=O)O)c1OC ?
Mac1 fbg inh: 9; CD11b adhes enh: 2

How did CC1(C)C2CC=C(/C=N/NC(=O)c3ccccc3Br)C1C2 (stereo not drawn) do in these assays?
Mac1 fbg inh: -6; CD11b adhes enh: 24

How did Cc1ccccc1NC(=O)CSCCN1C(=O)c2ccccc2C1=O do in these assays?
Mac1 fbg inh: 3; CD11b adhes enh: 3

How did Cc1ccc(S(=O)(=O)Nc2ccc(Cl)cc2C(=O)c2ccccc2)cc1 do in these assays?
Mac1 fbg inh: 58; CD11b adhes enh: -5

How did COc1ccc2nc(Nc3sc4c(c3C(N)=O)CCCC4)sc2c1 do in these assays?
Mac1 fbg inh: 24; CD11b adhes enh: 54

Results for S=c1[nH]nc(-c2ccncc2)n1/N=C/c1cccc2ccccc12 ?
Mac1 fbg inh: -2; CD11b adhes enh: 24

How did O=C1C2C(c3ccccc3)C=CC(c3ccccc3)C2C(=O)N1c1cccnc1 (stereo not drawn) do in these assays?
Mac1 fbg inh: 6; CD11b adhes enh: 1

How did O=C(CN1C(=O)CSCC1=O)NCc1ccc(F)cc1 do in these assays?
Mac1 fbg inh: -6; CD11b adhes enh: -1

What do the screens show for `Cc1ccc(N=Cc2c(O)n(-c3nccs3)c(=O)c3ccccc23)c(C)c1`?
Mac1 fbg inh: 13; CD11b adhes enh: 12

What do the screens show for `CC(=O)Nc1ccc(C(=O)OCc2ccccc2Cl)cc1`?
Mac1 fbg inh: 16; CD11b adhes enh: -3

What do the screens show for `Cc1ccc(NC(=S)/N=C(\N)Nc2nc(C)c3ccccc3n2)cc1C`?
Mac1 fbg inh: -11; CD11b adhes enh: 1

Results for O=C(COC(=O)C1CCN(S(=O)(=O)c2ccc3c(c2)OCCO3)CC1)Nc1cc(C(F)(F)F)ccc1Cl ?
Mac1 fbg inh: 0; CD11b adhes enh: 0

How did CN(C)c1ccc(/C=C2/SC(=O)N(CCN=C3NS(=O)(=O)c4ccccc43)C2=O)cc1 do in these assays?
Mac1 fbg inh: 23; CD11b adhes enh: 44

What do the screens show for `CCCN(CCC)S(=O)(=O)c1ccc(C(=O)Nc2nc3c(s2)CCc2ccccc2-3)cc1`?
Mac1 fbg inh: 10; CD11b adhes enh: 56

How did Cc1ccc(OCCN2CCN(CC(O)Cn3c4ccccc4c4ccccc43)CC2)cc1 (stereo not drawn) do in these assays?
Mac1 fbg inh: 65; CD11b adhes enh: 1

How did CCN(CC)S(=O)(=O)c1cc(NC(=O)CSc2nnc(-c3cccs3)o2)ccc1C do in these assays?
Mac1 fbg inh: 8; CD11b adhes enh: -1

Results for CCc1ccc(NC(=O)COc2ccc(/C=C(/C#N)c3nc4ccccc4[nH]3)cc2OC)cc1 ?
Mac1 fbg inh: 24; CD11b adhes enh: 15

Results for NS(=O)(=O)c1ccc(CNC(=O)/C=C/c2ccc(Cl)c(Cl)c2)cc1 ?
Mac1 fbg inh: 16; CD11b adhes enh: -2

How did Nc1nc(CSC(=S)N2CCOCC2)nc(Nc2ccc(F)cc2)n1 do in these assays?
Mac1 fbg inh: -42; CD11b adhes enh: 0

What do the screens show for `CCNC(=S)N1CCN(CC(=O)Nc2ccc(Br)cc2)CC1`?
Mac1 fbg inh: -3; CD11b adhes enh: 5

How did O=C(CSc1nc2ccccc2c(=O)n1CCCO)N1CCc2ccccc21 do in these assays?
Mac1 fbg inh: 21; CD11b adhes enh: 2

How did Cn1c(SCC(=O)Nc2cc(C(C)(C)C)nn2-c2ccccc2)nc2ccccc21 do in these assays?
Mac1 fbg inh: 15; CD11b adhes enh: 4

Results for COc1ccc(/C(C)=N/N=C2/NC(=O)CC(C(=O)O)S2)cc1 (stereo not drawn) ?
Mac1 fbg inh: 16; CD11b adhes enh: 1

What do the screens show for `O=C(C1CCCN(S(=O)(=O)c2ccccc2[N+](=O)[O-])C1)N1CCCC1` (stereo not drawn)?
Mac1 fbg inh: 10; CD11b adhes enh: -1

What do the screens show for `O=S(=O)(NCC(c1ccco1)N1CCN(c2ccccc2F)CC1)c1ccc2c(c1)OCCO2` (stereo not drawn)?
Mac1 fbg inh: 27; CD11b adhes enh: 5

Results for O=C(CCc1ccc(S(=O)(=O)NCCc2ccccc2)cc1)Nc1ccc2c(c1)OCCO2 ?
Mac1 fbg inh: 17; CD11b adhes enh: -2

How did COc1ccc(/C=C2/SC(=O)N(CCC(=O)Nc3ccc(C)cc3)C2=O)cc1OC do in these assays?
Mac1 fbg inh: -2; CD11b adhes enh: 42

How did O=C(COCC(=O)N/N=C/c1ccc(F)cc1)N/N=C/c1ccc(F)cc1 do in these assays?
Mac1 fbg inh: -1; CD11b adhes enh: -1

How did CCOc1cc(N2CCOCC2)c(OCC)cc1NC(=O)COc1ccc2ccc(=O)oc2c1 do in these assays?
Mac1 fbg inh: 6; CD11b adhes enh: 16

Results for O=C1C2C(C(=O)N1/N=C/c1ccc(N3CCCCC3)o1)C1C=CC2C12CC2 (stereo not drawn) ?
Mac1 fbg inh: 1; CD11b adhes enh: 11

Results for CC(Sc1nc2ccccc2s1)C(=O)NCc1ccc2c(c1)OCO2 (stereo not drawn) ?
Mac1 fbg inh: 12; CD11b adhes enh: 3

How did Cc1ccc2c(C(=O)CSc3ccccc3)c(C)[nH]c2c1 do in these assays?
Mac1 fbg inh: -6; CD11b adhes enh: 58

How did CCCCNS(=O)(=O)c1ccc2nc(SCC(=O)Nc3ccccc3Cl)[nH]c2c1 do in these assays?
Mac1 fbg inh: 47; CD11b adhes enh: -5

What do the screens show for `CCNc1nc(OC)nc(N2CCC(Cc3ccccc3)CC2)n1`?
Mac1 fbg inh: 35; CD11b adhes enh: 0

Results for CCC(=O)Nc1ccc(C(=O)CSc2nnc(-c3ccccc3F)n2CCc2ccccc2)cc1 ?
Mac1 fbg inh: 5; CD11b adhes enh: 9

What do the screens show for `NC(=O)C1CCN(CC(=O)Nc2ccccc2Sc2ccc(Cl)cc2)CC1`?
Mac1 fbg inh: 14; CD11b adhes enh: 1

How did CCCC1=NN(C(=O)CCc2ccccc2O)C(O)(C(F)(F)F)C1 (stereo not drawn) do in these assays?
Mac1 fbg inh: 8; CD11b adhes enh: 3

How did NC1=NC(=O)C(CC(=O)c2ccc(Cl)cc2)S1 (stereo not drawn) do in these assays?
Mac1 fbg inh: -13; CD11b adhes enh: -2

What do the screens show for `CC(=C/c1ccco1)/C=N/NC(=O)Cc1cccn1C`?
Mac1 fbg inh: 5; CD11b adhes enh: -1

How did NC(=O)COC(=O)c1ccc(Cl)c(S(=O)(=O)N(Cc2ccccc2)c2ccc(Cl)cc2)c1 do in these assays?
Mac1 fbg inh: 67; CD11b adhes enh: -1

How did COc1ccccc1C(=O)NC(=S)NNC(=O)c1sc2ccccc2c1Cl do in these assays?
Mac1 fbg inh: -8; CD11b adhes enh: 39

What do the screens show for `O=C(Cc1nnc(NC(=O)Nc2ccccc2)s1)NCc1ccccc1`?
Mac1 fbg inh: -4; CD11b adhes enh: 35

Results for CC(=O)Nc1cccc(C(=O)/C=C/c2ccc(/C=C/C(=O)c3cccc(NC(C)=O)c3)cc2)c1 ?
Mac1 fbg inh: 25; CD11b adhes enh: 2

How did CN(C)S(=O)(=O)c1cccc(NC(=O)CSc2nc3c(cc2C#N)C(=O)CC(C)(C)C3)c1 do in these assays?
Mac1 fbg inh: -7; CD11b adhes enh: 0

How did CN(Cc1cccs1)C(=O)Cc1c[nH]c2ccccc12 do in these assays?
Mac1 fbg inh: -18; CD11b adhes enh: -2

Results for O=C(COC(=O)CNS(=O)(=O)c1ccc2ccccc2c1)Nc1ccc2c(c1)OCO2 ?
Mac1 fbg inh: -1; CD11b adhes enh: 0

How did COc1ccc(/C=C2/C(=O)OCc3cc(OC)c(OC)cc32)c(OC)c1 do in these assays?
Mac1 fbg inh: 1; CD11b adhes enh: 4

How did CC(NC(=S)Nc1ccccc1)C1COc2ccccc2O1 (stereo not drawn) do in these assays?
Mac1 fbg inh: 2; CD11b adhes enh: -1

Results for O=C(Nc1cccc(S(=O)(=O)Nc2ccccc2Cl)c1)c1ccc(N2CCCC2)c([N+](=O)[O-])c1 ?
Mac1 fbg inh: 6; CD11b adhes enh: 24

What do the screens show for `C/C(=N\NC(=O)c1ccc(N(C)C)cc1)c1ccc(C)c(C)c1`?
Mac1 fbg inh: -12; CD11b adhes enh: -2

Results for COc1ccccc1NC(=O)c1ccc(NS(=O)(=O)c2cccc3cccnc23)cc1 ?
Mac1 fbg inh: 3; CD11b adhes enh: 10

Results for COc1cc(OC)cc(C(=O)NNC(=O)c2ccccc2Br)c1 ?
Mac1 fbg inh: -7; CD11b adhes enh: -1

Results for Cc1c(Cl)cccc1Nc1nc(N)nc(CSc2nc3ccccc3s2)n1 ?
Mac1 fbg inh: 21; CD11b adhes enh: 37

How did CCOC(=O)C1=C(COc2ccc(F)cc2Cl)NC(=O)NC1c1cc(C)ccc1C (stereo not drawn) do in these assays?
Mac1 fbg inh: -6; CD11b adhes enh: -1

Results for N#C/C(=C\c1cn(Cc2ccccc2)c2ccccc12)C(=O)NCc1ccco1 ?
Mac1 fbg inh: -26; CD11b adhes enh: -1

Results for CCOC(=O)c1c(/N=C/N(C)C)sc(/C=N/Nc2ccccc2)c1-c1ccccc1Cl ?
Mac1 fbg inh: -9; CD11b adhes enh: 1

What do the screens show for `CC1(C)CC1C(=O)Nc1ccc([N+](=O)[O-])cc1Br` (stereo not drawn)?
Mac1 fbg inh: -1; CD11b adhes enh: -2

What do the screens show for `Cc1ccc(/C=C/C(=O)N2CCN(c3cccc(C(F)(F)F)c3)CC2)cc1`?
Mac1 fbg inh: 10; CD11b adhes enh: 18

Results for O=C(COc1ncnc2c1cnn2-c1ccccc1)Nc1ccc(S(=O)(=O)N2CCCCC2)cc1 ?
Mac1 fbg inh: 0; CD11b adhes enh: 0

What do the screens show for `Cc1cc(C)nc(-n2ncc3c2CC(c2ccccc2C)CC3=O)n1` (stereo not drawn)?
Mac1 fbg inh: 2; CD11b adhes enh: 3

Results for CCOC(=O)c1c(NC(=O)COc2ncnc3ccccc23)sc(C)c1CC ?
Mac1 fbg inh: 7; CD11b adhes enh: 1

How did Cc1sc(NC(=O)c2ccccc2)c(C(c2ccccn2)N2CCN(CCO)CC2)c1C (stereo not drawn) do in these assays?
Mac1 fbg inh: 13; CD11b adhes enh: -7

Results for O=C(O)CCCCCNc1ccc2nsnc2c1[N+](=O)[O-] ?
Mac1 fbg inh: 25; CD11b adhes enh: -2

What do the screens show for `CC(C)(C)NC(=O)c1cc([N+](=O)[O-])ccc1N1CCCCC1`?
Mac1 fbg inh: -4; CD11b adhes enh: -3

Results for O=C(CC(NC(=O)C(F)(F)F)c1ccccc1)Nc1nnc(CCc2ccccc2)s1 (stereo not drawn) ?
Mac1 fbg inh: 0; CD11b adhes enh: 72

What do the screens show for `Cc1cc(C)cc(N(CC(=O)Nc2ccccc2-c2ccccc2)S(=O)(=O)c2ccccc2)c1`?
Mac1 fbg inh: 1; CD11b adhes enh: 2

What do the screens show for `O=C(CSc1ccc(-c2ccco2)nn1)c1ccc(F)cc1`?
Mac1 fbg inh: -7; CD11b adhes enh: 22

How did Cc1cc(C)n(CCC(=O)N/N=C/c2ccc(O)cc2)n1 do in these assays?
Mac1 fbg inh: 22; CD11b adhes enh: -4

Results for c1ccc(C2=NNC(=NCc3ccc4c(c3)OCO4)SC2)cc1 ?
Mac1 fbg inh: 9; CD11b adhes enh: -2

What do the screens show for `COc1ccc(CCNC(=O)CCNC(=O)c2ccc(Br)cc2)cc1OC`?
Mac1 fbg inh: 5; CD11b adhes enh: 0

Results for CN(CC(O)CON=C1c2ccccc2-c2ccccc21)S(=O)(=O)c1ccc(Br)cc1 (stereo not drawn) ?
Mac1 fbg inh: 39; CD11b adhes enh: -5

Of the compounds above, eleven have an aryl methoxy group.
Results for COc1ccc(/C=N\NC(=O)COc2ccccc2)c(C(=O)O)c1OC ?
Mac1 fbg inh: 9; CD11b adhes enh: 2

How did COc1ccc2nc(Nc3sc4c(c3C(N)=O)CCCC4)sc2c1 do in these assays?
Mac1 fbg inh: 24; CD11b adhes enh: 54

Results for CCc1ccc(NC(=O)COc2ccc(/C=C(/C#N)c3nc4ccccc4[nH]3)cc2OC)cc1 ?
Mac1 fbg inh: 24; CD11b adhes enh: 15

Results for COc1ccc(/C(C)=N/N=C2/NC(=O)CC(C(=O)O)S2)cc1 (stereo not drawn) ?
Mac1 fbg inh: 16; CD11b adhes enh: 1

How did COc1ccc(/C=C2/SC(=O)N(CCC(=O)Nc3ccc(C)cc3)C2=O)cc1OC do in these assays?
Mac1 fbg inh: -2; CD11b adhes enh: 42

What do the screens show for `CCNc1nc(OC)nc(N2CCC(Cc3ccccc3)CC2)n1`?
Mac1 fbg inh: 35; CD11b adhes enh: 0

How did COc1ccccc1C(=O)NC(=S)NNC(=O)c1sc2ccccc2c1Cl do in these assays?
Mac1 fbg inh: -8; CD11b adhes enh: 39

How did COc1ccc(/C=C2/C(=O)OCc3cc(OC)c(OC)cc32)c(OC)c1 do in these assays?
Mac1 fbg inh: 1; CD11b adhes enh: 4

Results for COc1ccccc1NC(=O)c1ccc(NS(=O)(=O)c2cccc3cccnc23)cc1 ?
Mac1 fbg inh: 3; CD11b adhes enh: 10

Results for COc1cc(OC)cc(C(=O)NNC(=O)c2ccccc2Br)c1 ?
Mac1 fbg inh: -7; CD11b adhes enh: -1

What do the screens show for `COc1ccc(CCNC(=O)CCNC(=O)c2ccc(Br)cc2)cc1OC`?
Mac1 fbg inh: 5; CD11b adhes enh: 0

High-throughput results as filed in PubChem.
